# S1P3 ag: agonists of human S1P3 receptor | Q99500 | S1P3 NFAT-BLA reporter cells, agonism, FRET ratio; relative to 1 µM S1P, basal subtracted | activation, % at 4.5 µM | hit rate 0.1% among 60,000 | AID 373;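 active means activation above the screen-wide mean plus 3 SD, cut at about 4.5% in these data, passing the limit was not always enough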; further: some compounds called inactive have numbers as strong as hits
# Target sequence (Q99500 whole entry, looked up): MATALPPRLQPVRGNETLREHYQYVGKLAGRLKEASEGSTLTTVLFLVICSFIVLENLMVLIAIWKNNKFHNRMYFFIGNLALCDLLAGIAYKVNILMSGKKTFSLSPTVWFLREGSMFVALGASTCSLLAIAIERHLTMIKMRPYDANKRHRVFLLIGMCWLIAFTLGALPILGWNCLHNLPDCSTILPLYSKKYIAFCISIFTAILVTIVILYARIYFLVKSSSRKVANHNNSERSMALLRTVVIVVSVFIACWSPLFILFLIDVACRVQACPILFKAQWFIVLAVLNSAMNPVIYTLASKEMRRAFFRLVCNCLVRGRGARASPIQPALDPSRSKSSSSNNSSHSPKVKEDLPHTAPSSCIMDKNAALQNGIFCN
#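 Assay system: stable CHO line with human S1P3, Gα16, NFAT-BLA reporter; Detection: FRET β-lactamase substrate fluorescence, excitation 405 nm, 460/535 nm emission ratio, background-subtracted; Read-out: percent activation versus median 1 µM S1P response, basal-subtracted, per plate; Incubation: cells plated overnight, compound 4 h 37 °C, substrate 2 h RT.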
# HEK293 NFkB inh: lowers PMA/ionomycin-induced NF-kB signal in HEK293 cells; HEK-293 NF-kB luciferase reporter, luminescence; inhibition, % at 3 µM; hit rate 0.21% among 62,000; AID 465;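 active means inhibition above the mean of all tested compounds plus 3 SD, cut at about 40% in these data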;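 further: 0% = stimulated DMSO wells and 100% = 10 µM reference inhibitor 5653914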
#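 System: NF-kB luciferase reporter HEK-293 cells | Replication: Single test | Control set: DMSO vs reference inhibitor | Evaluation: % inhibition | Schedule: 1 h pretreatment, 16 h stimulation, 37 °C | Probe or stimulus: PMA with ionomycin | Compound dosing: One dose, 3 µM | Detection: Luciferase luminescence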
# D1 allo mod: allosteric modulators of human D1 dopamine receptor; P21728; HEK293 D1, CRE-luciferase, dopamine EC30 potentiation; actives deviate in either direction; B-score at 10 µM; hit rate 5.9% among 58,000;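 active means luminescence count or its row- and column-corrected plate score outside the 99.7% band of the plate's sample wells, on either side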
# Jurkat tox 60K: reduces viability or proliferation of Jurkat cells. Jurkat E6.1 viability, ATP luminescence, 48 h. inhibition, % at 4 µM. hit rate 1.2% among 56,000. AID 463;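 active means inhibition above the mean inhibition of all tested compounds plus 3 SD, cut at about 28% in these data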
# Ec RNAP inh: inhibitors of Escherichia coli RNA polymerase; P0A8V2; E. coli RNA polymerase, fluorescence transcription assay; inhibition, %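 (tested at 10 µM)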; hit rate 0.2% among 62,000; in the data active means inhibition above about 20%;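 further: 0% = enzyme without compound and 100% = no enzyme blank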
# M1 agonist: M1 muscarinic receptor agonism | AID 626 | hit rate 3% among 64,000 | B-score at 10 µM | CHO-M1 cells, Fluo-4 calcium fluorescence, agonist mode; hits give high values;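 active means fluorescence rise, raw or as B-score row- and column-corrected plate score, outside the 99.7% band of its plate's samples, either direction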
# M1 antagonist: antagonists of rat M1 muscarinic receptor | B-score at 10 µM | hit rate 3.4% among 64,000 | AID 628 | P08482 | CHO-M1 cells, Fluo-4 calcium, ACh EC80 antagonist mode; hits give low values;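 active means calcium fluorescence response, raw or row-and-column corrected B-score, differing from the plate sample mean either way at a set confidence level, mostly lower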
# S1P1 ag pot: agonists and agonism potentiators of human S1P1 receptor; hit rate 0.57% among 56,000; P21453; activation, % at 9.5 µM; AID 449; S1P1 CRE-bla cells, forskolin, beta-lactamase FRET, potentiator mode; S1P1 agonist co-added at EC20, 2 nM; 100% = saturating reference agonist, 0% = basal;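 active means activation above a cutoff set at the mean activation of all tested compounds plus 3 SD, cut at about 54% in these data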;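 further: forskolin at 4 µM as EC80 and the EC20 agonist is SEW2871; 100% = SEW2871 at its EC100 plus forskolin at EC80; some compounds past the cut are filed as inactive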
# Target sequence (P21453 whole entry, looked up): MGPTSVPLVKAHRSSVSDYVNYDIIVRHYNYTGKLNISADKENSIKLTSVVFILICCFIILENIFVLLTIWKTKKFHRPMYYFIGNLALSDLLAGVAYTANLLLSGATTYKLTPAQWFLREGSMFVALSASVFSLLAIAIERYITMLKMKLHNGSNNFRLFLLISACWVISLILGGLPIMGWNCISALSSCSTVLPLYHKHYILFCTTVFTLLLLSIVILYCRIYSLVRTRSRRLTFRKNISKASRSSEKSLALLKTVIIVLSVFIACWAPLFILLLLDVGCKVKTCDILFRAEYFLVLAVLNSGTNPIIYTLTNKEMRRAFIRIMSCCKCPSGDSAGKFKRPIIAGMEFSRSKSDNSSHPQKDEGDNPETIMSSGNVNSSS
# TNAP act DEA: activators of human TNAP at intermediate phosphate acceptor | activation factor at 20 µM | AID 813 | P05186 | 64,000 tested, under 10 active | purified TNAP, CDP-star luminescence, 100 mM DEA, 30 min; hits give high values; scale: 0 levamisole-inhibited, 1 vehicle-only enzyme;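 active means activation factor of at least 2 at 20 µM, relative to controls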
# Starred values were filed as active, the others as inactive; x = not tested or not shown. Random draw from the library. About 12% of those tested had a hit in this group.
SMILES,S1P3 ag,HEK293 NFkB inh,D1 allo mod,Jurkat tox 60K,Ec RNAP inh,M1 agonist,M1 antagonist,S1P1 ag pot,TNAP act DEA
COc1ccc(C(=O)CSc2nnc(CNc3ccc(C)cc3C)n2Cc2ccco2)cc1,-0.7,12,0.094,4,8,-1,-0.58,-17,0.9
CCOCCc1nnc(NC(=O)COC)s1,-0.3,-33,-0.18,1,4,-0.43,0.2,-4,0.9
COc1ccc(C)cc1NC(=O)CN1CCN(S(=O)(=O)c2ccc(C(C)C)cc2)CC1,0.4,2,0.28,-4,9,-0.35,0.35,-13,0.9
CN1CCN(CCCNC(=O)c2cc3c(=O)n(C)c4ccccc4c3s2)CC1,-0.1,27,-1.1,-2,-9,0.05,-2.8*,-55,1
S=c1[nH]nc(-c2ccco2)n1C1CCCCC1,-1.7,x,x,x,7,-0.13,-0.92,-3,0.9
COc1ccccc1NC(=O)Cn1nnc(C(=O)Nc2ccccc2)c1N,-0.2,19,-0.16,3,6,-0.4,0.4,-1,0.8
COc1ccc2nc(NC(=O)CCNS(=O)(=O)c3ccc4c(c3)oc(=O)n4C)sc2c1,-1.1,10,x,3,10,-0.79,0.18,-4,0.9
CC1CCCN(C(c2ccccc2)c2sc3ncnn3c2O)C1 (configuration not stated),0.5,7,-0.32,-7,2,0.21,0.14,-4,1
Cc1cc(O)c(-c2n[nH]c3c2C(c2cccc(O)c2)N(Cc2cccnc2)C3=O)cc1Cl (configuration not stated),-0.8,-3,1.2,2,8,x,x,-27,1
COc1cccc(NC(=O)CSc2nnc(-c3cc(-c4ccccn4)nc4ccccc34)o2)c1,1.1,8,-0.48,-2,6,-0.48,-0.17,7,0.8
Cc1noc(N)c1C(=O)Nc1ccc(F)cc1,0.7,14,1,1,6,-1.1,0.48,-13,0.9
O=C1CC(C2CCCO2)C(=O)N1Cc1ccccc1 (configuration not stated),x,x,-0.86,x,9,-0.019,-0.13,x,0.9
C=CCOc1nc2c(c(=O)n(C)c(=O)n2C)n1C,-0.8,8,0.023,-6,1,-0.0027,-0.14,-32,1
N#Cc1nc(-c2ccc(OCc3ccc(Cl)cc3)cc2)oc1NCc1cccnc1,-1.5,9,-0.49,-6,7,-0.086,-0.8,27,0.9
CC(C)N(Cc1nc(-c2ccccc2)no1)C(=O)CSc1ccccc1,-0.3,8,1.2,-1,9,-0.62,-0.39,x,0.9
Cc1n[nH]c(=O)nc1NCc1ccco1,-0.2,-8,-0.36,0,x,-0.29,-0.08,-1,x
CC1(CCc2ccc3c(c2)OCO3)NC(=O)c2ccccc2N1 (configuration not stated),-1.1,0,-0.15,6,x,-0.0049,-0.15,x,x
O=C(c1ccccc1)c1coc2ccc(O)c(CN3CCOCC3)c12,0.2,24,7.6*,-4,2,-0.45,0.71,4,1
CC(C(=O)OCC(=O)Nc1ccc2c(c1)OCO2)N1C(=O)c2ccccc2C1=O (configuration not stated),-0.9,9,0.37,-5,6,-0.97,-0.02,-1,0.9
O=C(c1cc(C2CC2)on1)N1CCN(C(c2ccccc2)c2ccccc2)CC1,1.6,15,-1,-6,9,0.0029,0.35,24,0.8
COc1cc(C(=O)NCc2ccc(-c3nc4ccccc4o3)cc2)cc(OC)c1OC,-1.3,3,-0.31,2,8,-1.7,-1.7,x,0.9
O=C(NCCCn1ccnc1)C1CC(c2cccc(Br)c2)=NO1 (configuration not stated),-1.4,4,-0.87,0,1,-0.22,-0.78,x,0.9
Cc1cccc2cc(C#N)c(SCC(=O)N3CC(=O)Nc4ccccc43)nc12,-0.4,30,1.9,99*,8,0.83,-0.0071,-5,0.9
CC(=O)C1=C(O)C(=O)N(Cc2ccco2)C1c1ccc(F)cc1 (configuration not stated),1.0,-2,-2.8*,-17,5,-0.14,-0.12,1,1
COc1ccc(-c2cc3nc4c(c(=O)n3[nH]2)CCC4)cc1,-0.1,-22,-0.49,-3,10,2,0.21,x,0.9

# A draw from above in order of heavy-atom count, descending:
SMILES,S1P3 ag,HEK293 NFkB inh,D1 allo mod,Jurkat tox 60K,Ec RNAP inh,M1 agonist,M1 antagonist,S1P1 ag pot,TNAP act DEA
COc1cccc(NC(=O)CSc2nnc(-c3cc(-c4ccccn4)nc4ccccc34)o2)c1,1.1,8,-0.48,-2,6,-0.48,-0.17,7,0.8
COc1ccc(C(=O)CSc2nnc(CNc3ccc(C)cc3C)n2Cc2ccco2)cc1,-0.7,12,0.094,4,8,-1,-0.58,-17,0.9
COc1ccc2nc(NC(=O)CCNS(=O)(=O)c3ccc4c(c3)oc(=O)n4C)sc2c1,-1.1,10,x,3,10,-0.79,0.18,-4,0.9
N#Cc1nc(-c2ccc(OCc3ccc(Cl)cc3)cc2)oc1NCc1cccnc1,-1.5,9,-0.49,-6,7,-0.086,-0.8,27,0.9
O=C(c1cc(C2CC2)on1)N1CCN(C(c2ccccc2)c2ccccc2)CC1,1.6,15,-1,-6,9,0.0029,0.35,24,0.8
CN1CCN(CCCNC(=O)c2cc3c(=O)n(C)c4ccccc4c3s2)CC1,-0.1,27,-1.1,-2,-9,0.05,-2.8*,-55,1
COc1ccccc1NC(=O)Cn1nnc(C(=O)Nc2ccccc2)c1N,-0.2,19,-0.16,3,6,-0.4,0.4,-1,0.8
CC(C)N(Cc1nc(-c2ccccc2)no1)C(=O)CSc1ccccc1,-0.3,8,1.2,-1,9,-0.62,-0.39,x,0.9
O=C(c1ccccc1)c1coc2ccc(O)c(CN3CCOCC3)c12,0.2,24,7.6*,-4,2,-0.45,0.71,4,1
CC1CCCN(C(c2ccccc2)c2sc3ncnn3c2O)C1 (configuration not stated),0.5,7,-0.32,-7,2,0.21,0.14,-4,1
COc1ccc(-c2cc3nc4c(c(=O)n3[nH]2)CCC4)cc1,-0.1,-22,-0.49,-3,10,2,0.21,x,0.9
O=C1CC(C2CCCO2)C(=O)N1Cc1ccccc1 (configuration not stated),x,x,-0.86,x,9,-0.019,-0.13,x,0.9
C=CCOc1nc2c(c(=O)n(C)c(=O)n2C)n1C,-0.8,8,0.023,-6,1,-0.0027,-0.14,-32,1
Cc1noc(N)c1C(=O)Nc1ccc(F)cc1,0.7,14,1,1,6,-1.1,0.48,-13,0.9
CCOCCc1nnc(NC(=O)COC)s1,-0.3,-33,-0.18,1,4,-0.43,0.2,-4,0.9
Cc1n[nH]c(=O)nc1NCc1ccco1,-0.2,-8,-0.36,0,x,-0.29,-0.08,-1,x

# Other results follow:
SMILES,S1P3 ag,HEK293 NFkB inh,D1 allo mod,Jurkat tox 60K,Ec RNAP inh,M1 agonist,M1 antagonist,S1P1 ag pot,TNAP act DEA
CC1(C)NC(=O)N(CC(O)CN2CCCCC2)C1=O (configuration not stated),1.0,0,0.74,-4,6,-0.9,0.88,-2,0.8
CC(C)C(NS(=O)(=O)c1cccs1)C(=O)NCCN1CCN(c2ccccc2)CC1 (configuration not stated),0.5,10,1.5,-5,5,0.045,-0.16,-6,0.9
COC(=O)C1CCN(C(=O)c2cc(OC)c(OC)c(OC)c2)CC1,-0.7,2,-0.27,11,-1,-0.23,-0.8,-1,1
Cc1ccc(N(CC(O)CN2CCCC2)S(=O)(=O)c2ccccc2)cc1 (configuration not stated),-0.8,15,0.09,3,2,-0.59,-0.35,x,0.9
O=C(CN1C(=O)CSC1=O)Nc1ccccc1N1CCOCC1,-0.8,17,0.6,6,4,2,-0.06,2,1.1
COCCn1nnnc1C(c1cc2cc(C)ccc2[nH]c1=O)N1CCN(C2CCCCC2)CC1 (configuration not stated),0.2,13,0.036,5,2,0.25,-0.035,-29,0.9
O=C(CN1CCN(S(=O)(=O)c2ccc(Cl)cc2)CC1)Nc1ccc(F)cc1F,-0.3,11,0.46,-5,8,-0.036,-0.033,-30,0.9
CCOc1cc(C(=O)Nc2ccon2)cc(OCC)c1OCC,-1.0,10,-0.57,1,-1,0.28,0.083,-5,0.8
O=C(CCCn1c(SCC(=O)c2ccc(O)c(O)c2)nc2ccccc2c1=O)NCC1CCCO1 (configuration not stated),x,10,-1.7,x,1,-0.065,-0.64,x,0.3
COc1ccc(OC)c(-c2cc(C(=O)Nc3c(C)nn(Cc4ccccc4C)c3C)no2)c1,0.3,13,2.2,-4,7,-1,0.55,-15,0.9
CC1(C)Cc2nc3sc4c(=O)n(CC(=O)NCc5ccco5)cnc4c3cc2CO1,x,11,0.15,x,-7,-0.36,-0.32,x,0.9
Cc1onc(-c2ccccc2)c1C(=O)Nc1ccc(S(=O)(=O)N2CCCCC2)cc1,-0.7,17,-0.36,4,5,0.024,-0.22,30,0.8
O=C(NCCCn1ccnc1)c1cc(S(=O)(=O)N2CCOCC2)c(Cl)cc1Cl,x,15,x,x,3,-0.19,1.2,x,0.9
CCOC(=O)C(NC(=O)CC)(Nc1ccccc1OC)C(F)(F)F (configuration not stated),0.3,8,0.57,-4,8,0.44,0.12,-1,0.9
COc1ccc(OC)c(NC(=O)C2CCN(S(C)(=O)=O)CC2)c1,0.7,10,-0.011,-5,2,0.15,0.41,x,1
Cc1ccc(CCNC(=O)C2CCCN(S(=O)(=O)c3cnc[nH]3)C2)cc1 (configuration not stated),-0.5,4,-0.82,-4,2,0.33,0.37,-12,0.8
CCOc1ccccc1C1CC(=O)Nc2cc3c(cc21)OCCO3 (configuration not stated),-0.5,28,2.5,95*,10,0.0085,0.0094,-2,0.9
COc1ccc(OC)c(NC(=O)CCN2CCN(Cc3ccccc3)CC2)c1,-0.3,17,x,0,12,-0.46,-0.075,-5,0.9
CCCCOc1ccc(N(CC(=O)NC2CCCC2)C(=O)CCC(=O)Nc2ccccn2)cc1,-1.0,10,-0.019,1,2,-0.39,-0.021,4,0.9
Cc1cc(C)nc(NC2=NCC(=O)N2c2ccccc2)n1,-3.6,x,-0.32,x,11,-0.057,-0.39,0,0.9
COc1ccc(S(=O)(=O)N(CC(=O)NC2CC2)c2ccc(C)cc2)cc1OC,-0.8,7,0.14,-2,9,0.43,-0.39,x,0.9
O=C(Cn1nnc(-c2ccccc2NC(=O)c2ccccc2F)n1)NCc1ccco1,x,7,-1.3,x,0,-1.4,0.55,x,1
CC1CCCC(NC(=O)CSc2nnc(N)s2)C1C (configuration not stated),-1.1,4,-0.12,0,-1,0.013,0.085,-2,1
CN(CC(=O)Nn1cnnc1)S(=O)(=O)c1cc(Cl)ccc1Cl,-0.4,21,-0.066,-5,3,0.12,-0.62,-2,0.9
Cc1ccccc1OCCCCCNCCO,-0.4,3,x,-2,-1,-0.099,0.28,-2,0.9
COCCCNC(=O)c1ccc(CNS(=O)(=O)c2ccc(NC(C)=O)cc2)cc1,-0.9,30,0.64,-3,-9,-0.31,1.2,-26,1
O=C(NC1CCS(=O)(=O)C1)c1ccc(-c2ccc(Br)cc2)o1 (configuration not stated),-0.8,7,-0.052,4,11,0.34,0.44,12,1
COc1ccc2cc(CCNC(=O)C(C)(C)C)c(=O)[nH]c2c1,-0.9,-1,-0.57,-4,4,-0.00059,0.068,9,1

# Source: PubChem BioAssay
